D3 ag – agonists of human D3 dopamine receptor; D3R DiscoveRx beta-arrestin cells, luminescence, 90 min; max activation, %; hit rate 0.58% among 410,000; P35462; in the data active = max activation above about 30%; note: 0% is about no effect; mostly tested at two doses, the higher about 12 µM
Target sequence (P35462 whole entry, looked up): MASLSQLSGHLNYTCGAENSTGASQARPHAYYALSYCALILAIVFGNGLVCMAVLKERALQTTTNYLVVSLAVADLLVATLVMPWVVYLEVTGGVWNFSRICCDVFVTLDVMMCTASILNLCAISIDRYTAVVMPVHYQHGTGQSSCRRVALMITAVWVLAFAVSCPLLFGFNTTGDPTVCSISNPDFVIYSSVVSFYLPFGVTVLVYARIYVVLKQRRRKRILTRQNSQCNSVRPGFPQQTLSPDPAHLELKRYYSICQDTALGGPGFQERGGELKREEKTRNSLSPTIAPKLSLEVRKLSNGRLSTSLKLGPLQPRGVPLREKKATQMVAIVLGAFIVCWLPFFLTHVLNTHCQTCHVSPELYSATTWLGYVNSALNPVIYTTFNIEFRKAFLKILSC
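Cells at 1500/well, incubated overnight, then treated with pinned compounds (dopamine as control) for 90 min at 37 degrees C. DiscoveRx reagent added for 30 - 60 minutes at room temperature; luminescence read.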
HT1080NT lethal – kills 2HG-producing HT-1080-NT fibrosarcoma cells | HT-1080-NT fibrosarcoma viability, CellTiter-Glo ATP luminescence, 48 h | Potency, µM (titrated, usually from 46.1 µM), inactives show at the top dose activity, negative = less viability, actives largely listed as cytotoxic | hit rate 1.6% among 360,000;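 note: NT is the 2HG producing partner of a matched IDH1 knockdown line; potency is the fitted concentration of half-maximal effect; 0% = DMSO-treated cells and -100% = media-only wells without cells; nearly all actives have a fitted effect of over 55% in size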
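Viability of the 2HG-overproducing fibrosarcoma line after 48 hours of compound exposure at 37 degrees C was determined by luminescence with CellTiter-Glo, and concentration-effect curves were then fitted and categorized.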
KB-3-1 tox – KB-3-1 parental cell cytotoxicity; KB-3-1 viability, CellTiter-Glo ATP luminescence, 72 h; Potency, µM (highest dose often 46.1 µM), for inactives: at the top dose activity change, negative = cytotoxic, usual class: cytotoxic; hit rate 1.4% among 400,000; AID 1347075; note: potency is the fitted concentration of half-maximal effect; % is set by controls: 0 for no effect and ±100 for the full control effect; nearly all actives have a fitted effect of over 60% in size
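Parental KB-3-1 viability, qHTS format: 72 h compound exposure, 37 °C; CellTiter-Glo; media-only wells and DMSO plates as controls; concentration-effect fits on corrected data.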
KB-V1 cytotox – kills drug-selected multidrug resistant KB-V1 cells; hit rate 3.4% among 400,000; Potency, µM (titrated, usually from 46.1 µM), without a hit: top-dose activity change, negative = cytotoxicity, actives largely listed as cytotoxic; KB-V1 MDR cells viability, CellTiter-Glo, 72 h; note: potency is the fitted concentration of half-maximal effect; % is set by controls: 0 for no effect and ±100 for the full control effect; nearly all actives have a fitted effect of over 60% in size
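Compound-treated KB-V1 multidrug-resistant cells, 72 h, 37 degrees C; viability by CellTiter-Glo. Fitted qHTS curves give the values.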
SW480 rereplic – inducers of DNA re-replication in SW480 colon cancer cells | SW480 DNA re-replication, Hoechst DNA content imaging, 48 h | Potency, µM (series often up to 46.1 µM), inactives show at the highest dose re-replication activation, hits mostly activators | hit rate 1.8% among 340,000; note: potency is the fitted concentration of half-maximal effect; % of control where 0% means no effect; nearly all actives have a fitted effect of over 55% in size
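DNA re-replication was detected as more nuclei of elevated Hoechst intensity after 48 hr exposure to compound (23 nL pinned per well of 250 cells).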
GLP1R cytotox – cytotoxic in the GLP-1 receptor inverse agonist counter-screen | HEK293 cAMP-luciferase reporter cells, luminescence, 24 h | Potency, µM (highest dose often 38.3 µM), inactives show top-dose activity change, negative = inhibition, usual class: inhibitors | hit rate 0.13% among 410,000;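 note: loss of luciferase light is scored as toxicity; potency is the fitted concentration of half-maximal effect; % is set by controls: 0 for no effect and ±100 for the full control effect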
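Compound-treated cells are incubated 24 hr at 37 deg C under 5% CO2 after a 12 hour attachment period, then luciferase detection reagent is added and luminescence is measured following 12 min at room temperature; lowered signal indicates toxicity.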
HT1080 IDH1KD tx – toxicity to HT-1080 IDH1 knockdown cells (counter line); Potency, µM (doses to about 46.1 µM), without a hit: at the top dose activity, negative = toxicity, actives largely listed as cytotoxic; hit rate 2% among 360,000; HT-1080 IDH1 knockdown viability, ATP luminescence, 48 h;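 note: potency is the fitted concentration of half-maximal effect; 0% = DMSO wells and -100% = cell-free medium wells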
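Using the IDH1-knockdown HT-1080 line run in the same batch and compound series as the NT line, viability after 48 h at 37 °C was determined by CellTiter-Glo luminescence and expressed as % activity.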
IL1B secr inh – blocks inflammasome-driven IL-1 beta release. THP-1 LPS/ATP IL-1B secretion, AlphaLISA, 16 h; active compounds read low. activity change, % at 57.5 µM. hit rate 4.7% among 360,000. AID 743279; in the data active = activity change below about -50%; inconclusive = mostly about -30% to -49%; note: % is set by controls: 0 for no effect and ±100 for the full control effect
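Secreted IL-1B measured by AlphaLISA bead assay after 16 h compound exposure of THP-1 cells; compounds (final up to 57.5 uM) added 1 h before LPS (250 ng/mL) and ATP (1.25 mM) stimulation; lower signal means less secretion.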
MCF10A rereplic – DNA re-replication induction in MCF 10a cells; MCF 10A DNA re-replication, Hoechst nuclear intensity, 48 h; Potency, µM (highest dose often 46.1 µM), without a hit: at the highest dose activity, positive = re-replication, most hits filed as activators; hit rate 2.9% among 350,000; AID 624296; note: potency is the fitted concentration of half-maximal effect; % of control where 0% means no effect; nearly all actives have a fitted effect of over 50% in size
* marks the source's active call; other numbers are inactive results; ? = inconclusive; nt = not tested or not shown; & = joins results of further samples; [ ] = another dose, or the depositor's remark. Unless noted, calls come from the whole dose curve; as a rule, active = well fitted curve in the direction sought with a large enough effect; inconclusive = small, poorly fitted or top-dose-only effect, or another doubt; inactive = no such curve, though single readings can be large; an effect the other way counts as inactive or inconclusive.

SMILES | D3 ag | HT1080NT lethal | KB-3-1 tox | KB-V1 cytotox | SW480 rereplic | GLP1R cytotox | HT1080 IDH1KD tx | IL1B secr inh | MCF10A rereplic
O=C(NCC1CCCO1)C1CCN(S(=O)(=O)c2cccnc2)CC1 (stereo unspecified) | 0.0 | -0.7% | -5.2% | 14.7% | -1.4% | 82.1%[activator] | 5.4% | 3.0 | ?
CCC(C(=O)NC1CCCC1)N(C(=O)Cn1nnc(-c2cccs2)n1)c1cnc2ccccc2c1 (stereo unspecified) | -6.3 | 13.2% | -0.7% | -4.1% | 4.1% | -6.1% | -3.8% | 43.2 | 1.9%
COc1cccc(CN(C)S(=O)(=O)c2ccc3c(c2)OCCO3)c1 | -6.4 | -10.6% | -5.9% | ? | -2.4% | 2.8% | -10.0% | 5.0 | 1.8%
NC(COCc1ccccc1)c1csc(Nc2cc(Oc3ccccc3)ncn2)n1 (stereo unspecified) | 7.6 | 23.1µM* | -14.7% | ? | nt | 1.1% | ? | -78.8* | nt
CN(CC(=O)Nc1ccc(F)cc1)C(=O)CSc1nnc(Cc2ccccc2)o1 | 2.7 | 5.0% | 4.8% | 16.4µM* | -3.1% | -8.6% | -0.2% | 1.6 | 4.0%
O=C(O)/C=C\C(=O)Nc1ccc(OCc2ccccc2)cc1 | -8.3 | -10.9% | -2.2% | 3.5% | 2.6% | -6.5% | -7.1% | 15.8 | ?
CCN1CCN(c2cc(=O)n(Cc3ccc(F)cc3)c(=O)[nH]2)CC1 | 2.6 | 2.4% | 0.4% | -5.7% | -9.1% | 8.7% | 4.8% | 15.9 | 3.2%
COC(=O)Nc1snnc1C | -4.4 | 9.6% | 12.1% | 12.4% | 0.4% | -9.5% | 16.1% | 2.3 | 4.2%
Cc1ccccc1CC1(CO)CCCN(C(=O)c2ccc(F)cc2)C1 (stereo unspecified) | -2.4 | -0.1% | -11.1% | -9.8% | -12.0% | -4.1% | 3.5% | -12.7 | -0.1%
COCCNC(=O)Cn1cnc2sc(C)c(S(=O)(=O)N3CCN(c4ccccc4OC)CC3)c2c1=O | 2.7&1.7 | 2.2% | 12.5%&16.6% | 27.7%&3.7% | 12.9% | -13.6%&3.0% | 1.0% | 12.6 | 1.4%
COc1ccc(NC(=O)c2ccc(NCCCN3CCOCC3)c([N+](=O)[O-])c2)cc1 | -20.2 | 4.2% | ? | 9.2µM* | -5.1% | ? | 0.2% | ? | 13.5%
COC(C(=O)Nc1ccnn1C1CCN(C(=O)c2cccc(F)c2)CC1)c1ccccc1 (stereo unspecified) | 5.3 | 2.1% | -1.2% | 17.1% | -8.6% | -11.3% | -1.0% | 3.7 | 1.1%
Cc1cc(C)n(-c2cc(C(C)(C)C)nc3c(-c4ccccc4)cnn23)n1 | -8.9 | ? | -0.5% | ? | 0.5% | 21.2% | ? | nt | 20.6µM*
COc1ccc(NC(=O)/C=C/c2cc(OC)c(OC)c(OC)c2)cn1 | 4.2 | 7.5% | 19.4% | 2.1% | 1.6% | 12.7% | 1.7% | 0.0 | -1.7%
CN(C)C1=NC[C@H](Cc2ccccc2)N1CCc1ccc(F)cc1 | -18.1 | 2.5% | 0.0% | 4.6% | -2.1% | 16.2% | -2.8% | ? | 7.0%
Cc1ccc(Cn2nnnc2CN2CCC(NC(=O)C(C)(C)C)CC2)cc1 | -6.0 | 0.4% | -6.2% | ? | -2.1% | -4.1% | 13.9% | 0.0 | -9.2%
CN(CCc1ccccc1)C(=O)c1ccc(NC(=O)Cc2cccc(NC(=O)C3CCN(C(=O)C4CC4)CC3)c2)cc1 | 2.5 | -3.1% | -19.7% | -21.3% | -3.0% | -0.3% | -2.5% | -19.9 | ?
N#Cc1c(-c2cccc(Br)c2)cc(-c2cccnc2)nc1N | 2.3 | 4.8% | -25.0% | ? | ? | 1.7% | ? | -6.6 | 31.2%
Cc1cccc(N2CCN(C(=O)CSc3ccsc3[N+](=O)[O-])CC2C)c1 (stereo unspecified) | 13.0 | -5.3% | -10.2% | -17.9% | 8.0% | -1.9% | -13.4% | -73.2* | -0.3%
CS(=O)(=O)Nc1ccc(C(=O)NCCC2=CCCCC2)cc1 | 2.6 | 3.9% | 3.8% | 5.7% | -1.1% | -4.7% | -1.5% | 4.3 | 4.5%
CCNc1[nH]c(=O)n(C)c(=O)c1N=O | 0.2 | 11.7% | 1.5% | 18.4% | ? | -14.5% | 11.6% | 8.0 | 3.2%[9.22 µM]
CCOC(=O)c1c(NC(=O)CSc2nnc(-c3cccnc3)o2)sc(C)c1C | 6.1 | 11.8% | 5.8% | 2.6% | -5.1% | -3.6% | 8.4% | 9.4 | -1.9%
COc1ccccc1Nc1ncc(-c2cccs2)s1 | -0.6 | -8.4% | 5.6% | 16.5% | 8.6% | 21.9% | -6.8% | 26.5 | 7.6%
O=C(CN(C(=O)c1csnn1)c1ccccc1F)NCc1ccc2c(c1)OCO2 | -5.4 | 4.9% | 0.1% | -12.5% | -4.2% | -1.9% | 0.1% | -7.4 | ?
Cc1cc(-c2ccc(N3C(=O)CCC3=O)c(C)c2)ccc1N1C(=O)CCC1=O | -11.5 | 2.4% | -1.1% | 9.1% | -0.9% | 7.7% | 0.4% | -16.8 | -0.5%
SMILES | D3 ag | HT1080NT lethal | KB-3-1 tox | KB-V1 cytotox | SW480 rereplic | GLP1R cytotox | HT1080 IDH1KD tx | IL1B secr inh | MCF10A rereplic
CCOc1ccc(CCNC(=O)CSc2nnnn2C)cc1OCC | 14.3 | 14.6% | 3.4% | 19.7% | 1.0% | -4.9% | 16.9% | 16.9 | -7.6%
CCCCc1ccc(CC(=O)Nc2cc(S(=O)(=O)N3CCOCC3)ccc2O)cc1 | -5.6 | -8.7% | 1.5% | 9.0% | -6.9% | 8.4% | 0.1% | 15.6 | 4.9%
CCc1ccc(OCC(=O)O/N=C(\N)c2ccncc2)cc1 | 11.4 | -10.3% | -19.2% | ? | -1.1% | 9.2% | -21.5% | ? | 10.0%
COc1ccc(CNC(=O)C[C@@H]2CC[C@@H](NS(=O)(=O)c3cccc(OC)c3)[C@@H](CO)O2)cc1 | 0.1 | 7.7% | -23.5% | 3.4% | nt | 4.9% | 12.2% | 15.1 | nt
CC1CCCCC1Nc1ncnc2sccc12 (stereo unspecified) | 4.1 | -5.5% | -12.4% | 3.5% | -22.6% | 0.1% | -4.9% | 10.6 | -14.0%
CCCCn1c(N)c(N(CC(C)C)C(=O)C2CCN(S(=O)(=O)c3ccc(C)c(C)c3)CC2)c(=O)[nH]c1=O | -8.6 | 13.7% | 5.1% | ? | 5.7% | ? | 1.0% | ? | 16.1%
Cc1ccc(C(C(=O)NC2CCCCC2)N(CC2CCCO2)C(=O)CNC(=O)c2ccco2)cc1 (stereo unspecified) | -1.9 | 4.9% | -0.7% | -14.4% | 2.6% | -22.3% | -1.8% | 4.8 | 6.8%
O=c1c(-c2ccc(O)cc2)coc2cc(OC3OC(CO)C(O)C(O)C3O)ccc12 (stereo unspecified) | 3.2 | 5.9% | 1.9% | 12.2% | -7.8% | 2.1% | 9.1% | 18.1 | 15.6%
COCCCNC(=O)C1CCN(C(=O)c2cc3sccc3n2Cc2ccc(Cl)cc2)CC1 | 1.6 | nt | -14.6% | ? | nt | -10.3% | nt | nt | nt
O=C(CSc1nnnn1C1CC1)Nc1cc(S(=O)(=O)N2CCCC2)ccc1Cl | -0.8 | -10.9% | -7.0% | -1.0% | -9.0% | -2.6% | 0.0% | -2.1 | -3.1%
Cc1ccccc1N1CC(O)(c2cccs2)[N+]2=C1CCCC2 (stereo unspecified) | -7.6 | 11.5% | 5.9% | -0.6% | 6.3% | 6.1% | 0.0% | 0.8 | ?
COc1cc(Cl)c(NS(=O)(=O)c2ccc(-c3ccc(=O)[nH]n3)o2)c(OC)c1 | -2.4 | -0.7% | 19.2% | ? | 2.8% | 2.5% | -1.9% | -9.9 | -2.8%
COc1cc(CCC(=O)N2CCN(c3ncccn3)CC2)cc(OC)c1OC | -2.1 | -8.3% | 6.7% | -13.8% | 5.1% | 2.4% | -1.1% | 12.3 | -7.2%
Cn1cc2cccc([N+](=O)[O-])c2n1 | -2.7 | 12.1% | -1.4% | 4.8% | -11.3% | -12.3% | -1.2% | 23.6 | -3.5%
O=C(CN(C1CCCCC1)S(=O)(=O)c1ccccc1)NCc1cccnc1 | 1.3 | 9.8% | 15.1% | 1.5% | 0.4% | -13.6% | 4.4% | 5.6 | 0.1%
O=C(CCCOc1ccc(Cl)cc1Cl)NCCc1ccccn1 | -3.1 | -7.5% | 17.1% | -20.9% | -0.6% | -2.3% | -4.1% | 27.0 | 2.5%
COc1ccc(N2CSC(=S)N(c3ccc(OC)cc3)C2)cc1 | -8.5 | -28.7% | -5.5% | 12.3% | nt | -3.9% | ? | -1.5 | nt
O=C(c1[nH]c(C(F)(F)F)nc1-c1ccccc1)N1CCc2ccccc2C1 | 5.4 | 17.2% | -0.1% | 0.9% | nt | -2.6% | 1.3% | 18.7 | nt
COc1ccc(Nc2ncc(C(=O)O)c3ccccc23)cc1 | 4.6 | 10.0% | 2.3% | 13.5% | -4.0% | -1.9% | 8.7% | 25.2 | -6.3%
Cc1nc(C)n(C(C)CC(=O)O)n1 (stereo unspecified) | 1.2 | 11.7% | 0.2% | 0.1% | -10.0% | 4.6% | -0.2% | 12.3 | 0.0%
COc1ccccc1CNC(=O)Cn1cccc1 | -5.7 | 11.7% | -2.6% | 3.4% | 2.4% | -14.2% | 9.6% | -19.2 | 0.2%

Entries from the list above with a tert-butyl group (2):
SMILES | D3 ag | HT1080NT lethal | KB-3-1 tox | KB-V1 cytotox | SW480 rereplic | GLP1R cytotox | HT1080 IDH1KD tx | IL1B secr inh | MCF10A rereplic
Cc1cc(C)n(-c2cc(C(C)(C)C)nc3c(-c4ccccc4)cnn23)n1 | -8.9 | ? | -0.5% | ? | 0.5% | 21.2% | ? | nt | 20.6µM*
Cc1ccc(Cn2nnnc2CN2CCC(NC(=O)C(C)(C)C)CC2)cc1 | -6.0 | 0.4% | -6.2% | ? | -2.1% | -4.1% | 13.9% | 0.0 | -9.2%

High-throughput results as filed in PubChem BioAssay.
